Assay outcomes from PubChem.
C-LANA FP: blocks KSHV LANA C-terminal domain binding to DNA | 340,000 compounds, 0.078% hits | inhibition, % at 9 µM | AID 504423 | MBP-C-LANA/FAM-LBS DNA binding, fluorescence polarization;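 active = highest replicate inhibition at or above 60% at 9 µM, even if other replicates fall short; inactive = all replicates below 60% inhibition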;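 note: 0% = neutral control wells and 100% = 4 µM acridine orange control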
PKA-R2B activ: activators of human PKA-R2B complex. AID 504700. PKA-R2B holoenzyme dissociation, Cy5-IP20 fluorescence polarization; R2B truncated from residue 108, S112A mutant; 0% DMSO only, 100% 113 µM cGMP. 340,000 compounds, 0.079% hits. P22694+P31323. activation, % at 11.4 µM;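 active = activation above a cutoff set at the mean over all compounds plus 3 SD, cut at about 18% in these data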;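 note: higher means more holoenzyme dissociation and a rise in polarization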
SR-BI DiI-HDL act: enhances SR-BI lipid uptake from DiI-HDL. 320,000 compounds, 0.096% hits. activation, % at 12.5 µM. AID 504775. CHO ldlA[mSR-BI] cells, DiI-HDL uptake fluorescence, 3 h; 100 = double the neutral-control signal;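 active = mean replicate activation of at least 60% and every replicate at or above 60%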;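 note: 0% = median plate neutral-control signal and 100% = twice that signal; values of inactives mirror those of a sister screen read the other way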
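Test system: SR-BI-overexpressing, LDLR-lacking CHO cells; Medium: Ham's F12 with 0.5% BSA, HEPES 25 mM, pH 7.4; Schedule: 3 h, 37 °C; Technique: bottom-read fluorescence, 550/595 nm.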
SR-BI DiI inh: mouse SR-BI HDL lipid transfer inhibition | ldlA[mSR-BI] CHO cells, DiI-HDL uptake fluorescence, 3 h | 320,000 compounds, 0.96% hits | Q61009 | AID 488896 | inhibition, % at 12.5 µM;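 active = mean replicate inhibition of at least 70% and a set share of replicates each scoring 70 or more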;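 note: 0% = median of neutral control wells and 100% = median of positive control wells; values of inactives mirror those of a sister screen read the other way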
Target sequence (Q61009 whole entry, looked up): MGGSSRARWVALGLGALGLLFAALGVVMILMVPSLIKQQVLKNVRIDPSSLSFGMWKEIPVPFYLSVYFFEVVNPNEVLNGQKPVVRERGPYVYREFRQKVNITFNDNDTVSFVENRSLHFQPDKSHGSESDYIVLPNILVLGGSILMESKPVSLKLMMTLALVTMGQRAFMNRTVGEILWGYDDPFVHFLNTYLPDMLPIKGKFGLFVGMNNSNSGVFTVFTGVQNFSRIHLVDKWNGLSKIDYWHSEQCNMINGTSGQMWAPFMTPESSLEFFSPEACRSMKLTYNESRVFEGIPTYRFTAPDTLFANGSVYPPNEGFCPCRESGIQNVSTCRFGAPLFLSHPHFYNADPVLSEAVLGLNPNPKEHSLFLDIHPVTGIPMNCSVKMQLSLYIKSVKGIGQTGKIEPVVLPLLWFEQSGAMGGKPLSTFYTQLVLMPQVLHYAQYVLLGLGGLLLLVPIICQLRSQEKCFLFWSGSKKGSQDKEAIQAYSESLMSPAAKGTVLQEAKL
Keap1-Nrf2 PPI: inhibitors of human Keap1-Nrf2 protein-protein interaction. Q14145. Keap1 Kelch-Nrf2 peptide fluorescence polarization, 1536-well. inhibition, % at 9.4 µM. 340,000 compounds, 0.15% hits. AID 504523; in the data active = inhibition above about 12%;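 note: human Keap1 Kelch domain with fluorescein labeled Nrf2 9mer peptide probe; 0% = neutral control wells and 100% = peptide positive control; higher means more block of Keap1 binding to Nrf2 peptide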
Target sequence (Q14145 whole entry, looked up, the tested form may be a part): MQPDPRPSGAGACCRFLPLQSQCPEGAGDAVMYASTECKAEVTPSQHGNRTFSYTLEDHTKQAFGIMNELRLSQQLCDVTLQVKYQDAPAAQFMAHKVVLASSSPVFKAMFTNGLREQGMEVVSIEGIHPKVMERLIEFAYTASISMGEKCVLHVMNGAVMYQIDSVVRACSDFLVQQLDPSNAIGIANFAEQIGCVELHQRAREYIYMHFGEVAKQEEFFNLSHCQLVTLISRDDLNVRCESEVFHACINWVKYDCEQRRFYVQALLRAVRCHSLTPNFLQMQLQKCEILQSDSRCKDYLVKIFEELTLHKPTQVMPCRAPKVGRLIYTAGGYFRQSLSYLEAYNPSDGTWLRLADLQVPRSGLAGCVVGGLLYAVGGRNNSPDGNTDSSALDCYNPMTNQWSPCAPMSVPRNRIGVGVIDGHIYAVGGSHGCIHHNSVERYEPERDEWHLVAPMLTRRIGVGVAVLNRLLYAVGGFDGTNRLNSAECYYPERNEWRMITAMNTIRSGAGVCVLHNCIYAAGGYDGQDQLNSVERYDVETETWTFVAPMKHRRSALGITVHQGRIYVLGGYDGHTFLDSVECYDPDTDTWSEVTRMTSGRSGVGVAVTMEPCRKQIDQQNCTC
Cardiac RTF inh: cardiac RTF calcium desensitization; P19429+P45379; AID 493244; 340,000 compounds, 0.12% hits; inhibition, % at 7.15 µM; IANBD-labeled cardiac RTF, Ca2+ fluorescence;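 active = inhibition above the mean inhibition of all tested compounds plus 3 SD, cut at about 17% in these data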;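 note: assay run at fixed EC70 calcium of 1.6 mM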
PvdQ acylase: blocks Pseudomonas aeruginosa PvdQ acylase activity | inhibition, % at 10 µM | purified PvdQ acylase, fluorescence plate reader | 340,000 compounds, 0.063% hits; in the data active = inhibition above about 30%, passing the limit was not always enough;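 note: 0% = vehicle neutral wells and 100% = reference inhibitor wells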
Arr AP2 block: human beta-arrestin and AP2 interaction inhibition. AID 504490. FITC-arrestin peptide / GST-AP2 beads, flow cytometry; AP2 beta2 appendage carries R879A mutation. 340,000 compounds, 0.31% hits. inhibition, % at 10 µM;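 active = inhibition above a set limit, near 3 SD of compounds lacking own fluorescence, cut at about 54% in these data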;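 note: plate controls were DMSO wells for no effect and 5 µM unlabelled arrestin peptide for full effect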
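Measured by: flow cytometry, FL1 (488/535 nm); Material: AP2 appendage R879A on GSH beads; Evaluation: percent response; Timing: pre-incubation 12 min, peptide binding 1 h, room temperature; Also added: 50 nM FITC-arrestin peptide; Medium: PBS with 0.05% Tween 20 and 0.1% BSA.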
NSD2 HMT inh: blocks human histone methyltransferase NSD2; NSD2 peptide methylation, AlphaScreen, 120 min; O96028; 310,000 compounds, 0.54% hits; inhibition, % at 12.5 µM; in the data active = inhibition above about 50%
DAGLB inh: diacylglycerol lipase beta (human) inhibition. Q8NCG7. HEK293T DAGLB membrane lysate, EnzChek fluorogenic substrate. inhibition, % at 5.17 µM. 340,000 compounds, 0.059% hits. AID 504411; in the data active = inhibition above about 34%;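 note: 0% = enzyme with vehicle and 100% = wells lacking enzyme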
* = called active by the depositor; . = no result given.

SMILES | C-LANA FP | PKA-R2B activ | SR-BI DiI-HDL act | SR-BI DiI inh | Keap1-Nrf2 PPI | Cardiac RTF inh | PvdQ acylase | Arr AP2 block | NSD2 HMT inh | DAGLB inh
COC(=O)c1cc(S(=O)(=O)Nc2cc(OC)cc(OC)c2)cn1C | 0.6 | -7 | 11 | -11 | -2 | -2 | 16 | 10 | . | 6
COc1ccc(CC2(C)OC(c3ccc(C)cc3)=NN2C(C)=O)cc1 (centres undefined) | -0.1 | 5 | -2 | 2 | -1 | -5 | -11 | -8 | -2 | -19
CN(C)/C=N/S(=O)(=O)c1ccc(Cl)cc1 | -1.0 | -15 | 27 | -27 | -7 | -5 | -11 | 4 | -2 | -3
O=C(CCC(=O)OCCCC(F)(F)C(F)(F)F)NC1CCCCC1 | -0.8 | -5 | 15 | -15 | -1 | 0 | -6 | 6 | -1 | 1
Cc1ccc(OCC(=O)Nn2cnc3ccccc32)cc1 | -0.1 | -8 | . | . | 2 | -4 | -9 | 8 | -3 | 1
O=C(CCc1ccccc1O)N/N=C/c1ccc(Sc2cccc3cccnc23)o1 | 0.1 | -5 | -19 | 19 | -4 | -6 | -1 | 22 | 0 | 1
CC(C)OC(=O)c1cccc(C(=O)Oc2ccc(Br)cc2)n1 | 0.1 | -13 | 10 | -10 | -2 | -7 | -6 | -5 | -1 | 1
CC(=O)Nc1ccc(NC(=O)C(C)OC(=O)C2CCCCC2)cc1 (centres undefined) | -1.4 | -10 | -8 | 8 | 1 | 2 | -4 | 18 | -1 | -2
COC(=O)c1cccc(NC(=O)CSc2nnc(COc3ccccc3)n2C)c1 | -1.3 | -8 | 3 | -3 | -3 | -26 | -13 | 7 | -1 | 0
C=CCOc1ccc(Cl)cc1CNCCCN1CCOCC1 | -1.1 | 8 | 9 | -9 | 0 | -10 | -4 | -1 | 1 | 2
O=C(C1CCN(C2CCN(CC3CC=CCC3)CC2)CC1)N1CCOCC1 (centres undefined) | -0.5 | -4 | . | . | 2 | -8 | -11 | -4 | -3 | 0
CCN(CC)CCNC(=O)CCCCn1c(=S)[nH]c2c([nH]c3ccc(OC)cc32)c1=O | -2.6 | -1 | 17 | -17 | 2 | -4 | -14 | 10 | 16 | -2
CC(=O)N1[C@H](Cc2ccccc2)C=C[C@]1(C)C(=O)NCc1ccccn1 | -1.4 | -7 | 9 | -9 | -2 | -11 | -10 | 26 | . | 3
Cc1ccccc1CS(=O)(=O)c1cnc2ccccc2n1 | -0.8 | -3 | -3 | 3 | -2 | 2 | -6 | 14 | -2 | 1
Cc1cc(C)c(C)c(S(=O)(=O)NCc2ccc(C(=O)N3CCOCC3)cc2)c1C | 2.8 | -5 | . | . | 6 | -5 | -10 | 3 | -2 | 0
CCn1c(SCC(=O)NCc2ccco2)nc2c(c1=O)SC(C)C2 (centres undefined) | -0.2 | 0 | . | . | -1 | -5 | 1 | 4 | 11 | 0
CC(=O)c1ccc(OCc2cc(C(=O)N(C)CCN3CCOCC3)no2)cc1 | 0.1 | -3 | 1 | -1 | -5 | -10 | -6 | -5 | -4 | 1
COc1cccc(-n2cc(CN(C)Cc3nc(Cc4ccccc4)no3)cn2)c1 | -0.1 | -8 | 3 | -3 | 0 | -19 | -10 | 0 | 1 | -1
CC(=O)Nc1cnc(NC(=O)c2cccc(F)c2)cc1C | -0.1 | -4 | -3 | 3 | -5 | -4 | -25 | 0 | 0 | -2
COc1ccc(C(=O)CNc2cccc(F)c2)cc1 | -0.3 | -2 | -3 | 3 | 1 | 4 | -7 | 1 | -3 | 0
O=C(CCN1C(=O)/C(=C/c2ccccc2)SC1=S)NNC(=O)c1ccncc1 | -0.7 | 6 | 9 | -9 | -1 | -3 | 3 | -3 | 1 | 3
COC(=O)c1nnn(CC(=O)NC(=O)Nc2ccccc2F)c1C(=O)OC | 0.4 | -8 | . | . | -1 | -9 | 1 | 16 | 0 | 0
O=[N+]([O-])c1cc(Cl)cc(/C=N\Nc2ccccn2)c1O | 0.1 | 6 | -18 | 18 | -1 | 2 | -4 | -6 | . | 16
Cc1ncc(CN2CCCC(C(=O)Nc3ccc(-c4cccc(F)c4)cc3)C2)n1C (centres undefined) | -0.5 | 0 | 7 | -7 | 3 | 1 | -4 | -1 | 4 | 3
CCCc1nc2c(=O)n(C)c(=O)[nH]c2n1C | 2.1 | 0 | 30 | -30 | 3 | 5 | 0 | -5 | . | -1

An excerpt from further up, for reference:
SMILES | C-LANA FP | PKA-R2B activ | SR-BI DiI-HDL act | SR-BI DiI inh | Keap1-Nrf2 PPI | Cardiac RTF inh | PvdQ acylase | Arr AP2 block | NSD2 HMT inh | DAGLB inh
COc1ccc(C(=O)CNc2cccc(F)c2)cc1 | -0.3 | -2 | -3 | 3 | 1 | 4 | -7 | 1 | -3 | 0
O=C(CCN1C(=O)/C(=C/c2ccccc2)SC1=S)NNC(=O)c1ccncc1 | -0.7 | 6 | 9 | -9 | -1 | -3 | 3 | -3 | 1 | 3
COC(=O)c1nnn(CC(=O)NC(=O)Nc2ccccc2F)c1C(=O)OC | 0.4 | -8 | . | . | -1 | -9 | 1 | 16 | 0 | 0

Next part.
SMILES | C-LANA FP | PKA-R2B activ | SR-BI DiI-HDL act | SR-BI DiI inh | Keap1-Nrf2 PPI | Cardiac RTF inh | PvdQ acylase | Arr AP2 block | NSD2 HMT inh | DAGLB inh
Cc1ccc(CN(C)C(=O)CC2C(=O)NCCN2CC2CCCCC2)cc1 (centres undefined) | -1.0 | 3 | 17 | -17 | 1 | 6 | -7 | 0 | -5 | -2
C/C(=N/NC(=O)CNC(=O)C1COc2ccccc2O1)c1cccc(O)c1 (centres undefined) | 2.7 | -2 | -29 | 29 | -3 | -1 | -6 | 4 | 2 | -3
COc1ccc(OCC(=O)OC2CCN(C)CC2)cc1 | 0.1 | 0 | 17 | -17 | 0 | -35 | -13 | 1 | 4 | -6
Cc1ccc(OCc2cc(C(=O)N3CCC(C(O)C(C)C)CC3)no2)cc1C (centres undefined) | -2.4 | 9 | 26 | -26 | -5 | 1 | -7 | -2 | -1 | -5
O=C1CCN(CCc2ccccc2)CCN1[C@H](CSc1ccc(Br)cc1)c1ccccc1 | 0.4 | 4 | -3 | 3 | -6 | 5 | 5 | 22 | . | -7
S=C1NNC2(NN1)C1CC3CC(C1)CC2C3 | 0.0 | -4 | -5 | 5 | -1 | -2 | -16 | 9 | 3 | -5
O=C1NC(=O)N2CCSC2(Cc2ccccc2)N1 (centres undefined) | -0.7 | -4 | 5 | -5 | -4 | -10 | -7 | -1 | 31 | 2
O=C(CN(C(=O)c1csnn1)c1ccccc1C(F)(F)F)NCc1ccccc1 | -0.5 | -12 | 13 | -13 | 2 | -23 | -3 | 12 | 0 | 0
CC(c1ccccc1)c1nnc(N)s1 (centres undefined) | 1.8 | -11 | 13 | -13 | -6 | -10 | -12 | -7 | 2 | 0
COc1cccc(C2=NOC(C(=O)N3CCN(C(=O)c4ccco4)CC3)C2)c1 (centres undefined) | -0.3 | 3 | -3 | 3 | -1 | 1 | -10 | 17 | . | 2
COc1cc(O)c(C(C)=O)c(CC(=O)O)c1 | 43 | -9 | -4 | 4 | -1 | -8 | -16 | 2 | . | 0
O=[N+]([O-])c1cccc(C(=Nc2ccc(Cl)cc2)NO)c1 | -0.2 | -7 | -46 | 46 | -3 | -5 | -14 | 0 | 3 | -1
CCOC(=O)COc1nc(-c2ccc(Cl)cc2)cc(-c2ccco2)c1C#N | 0.3 | 2 | -4 | 4 | 3 | 1 | -14 | 0 | -2 | -1
Cc1ccc(OCC(=O)N2CCN(C(=O)c3cccnc3)CC2)cc1 | -0.3 | -11 | 31 | -31 | 1 | 10 | 21 | 22 | -3 | 1
COc1ccc(CC(=O)OCC(=O)N2CCN(S(=O)(=O)c3ccc(C)cc3C)CC2)cc1 | -1.5 | 2 | 6 | -6 | -2 | -15 | -12 | 3 | 0 | -1
CC(C)(CC(=O)O)CC(=O)NNc1ncccc1C#N | -0.6 | 1 | 13 | -13 | -1 | -7 | -19 | 11 | 10 | -2
O=C(NCC(=O)N1CCOCC1)c1ccccc1 | 0.0 | -12 | . | . | 1 | -1 | -2 | 23 | -1 | 0
CSc1ccc(/C=N/Nc2ccc(Cl)c(C(=O)O)c2)cc1 | 1.2 | -3 | 20 | -20 | -2 | -12 | -13 | 14 | 0 | 5
COc1ccc(CCN(C)C(=O)CSc2nnnn2C)cc1OC | -0.3 | 3 | 3 | -3 | 4 | 8 | -16 | -11 | -5 | -3
Cc1ccc(/C(O)=C2/C(=O)C(=O)N(CCN3CCOCC3)C2c2cccnc2)cc1 (centres undefined) | -0.3 | 5 | 7 | -7 | -3 | -2 | -5 | -1 | -1 | 4
CCOC(=O)C1CCN(Cc2cc(=O)oc3c(C)c(C)ccc23)CC1 | 0.9 | 1 | 8 | -8 | 0 | -6 | -2 | 18 | -1 | -7
O=S(=O)(NCC1(N2CCOCC2)CCCCC1)c1ccc(F)cc1 | 0.7 | 1 | 38 | -38 | 0 | -10 | -5 | 5 | -2 | 3
COc1ccc(/C=C/C(=O)c2cc3c(cc2N)OCO3)cc1 | 0.6 | 0 | -46 | 46 | -3 | -8 | -7 | -47 | 24 | 10
CCOc1ccc(N2C(=O)CC(N3CCOCC3)C2=O)cc1 (centres undefined) | -0.6 | -10 | 19 | -19 | -1 | 8 | 10 | 14 | . | -1
O=C(CCCc1ccccc1)Nc1ccnn1C1CCN(Cc2ccccc2)CC1 | 2.1 | -10 | 5 | -5 | -1 | -8 | -9 | 14 | 6 | 3

Later entries
SMILES | C-LANA FP | PKA-R2B activ | SR-BI DiI-HDL act | SR-BI DiI inh | Keap1-Nrf2 PPI | Cardiac RTF inh | PvdQ acylase | Arr AP2 block | NSD2 HMT inh | DAGLB inh
CCOC(=O)c1nnn(-c2nonc2N)c1-c1ccc(OCC)cc1 | -0.6 | 1 | -18 | 18 | -1 | 3 | 1 | 0 | 1 | -1
O=C(OCc1cc(=O)n2cc(Br)ccc2n1)c1ccc(Cl)c(S(=O)(=O)NCc2ccccc2)c1 | 1.1 | -16 | -30 | 30 | 4 | 7 | -8 | -4 | -1 | -1
Cc1ccc(C(=O)NC(C)C2CC3CCC2C3)c(C)c1 (centres undefined) | -0.5 | 12 | -2 | 2 | -2 | -19 | -14 | -6 | -3 | -1
Cc1nn(C(C)C(=O)NCCCc2ccccc2)c(=O)c2cc3occc3n12 (centres undefined) | -1.3 | -9 | 14 | -14 | -5 | -3 | -7 | 5 | -1 | -2
Cc1cc(C)n(-c2ccc(C(=O)Nc3cccc([N+](=O)[O-])c3)cc2)n1 | 0.4 | -7 | -80 | 80* | -2 | -8 | -4 | 10 | -2 | 0
Cc1cccc(OCCC(=O)OCC(=O)Nc2c(C)nn(-c3ccccc3)c2C)c1 | -1.1 | -3 | 14 | -14 | -2 | 0 | -8 | -5 | 4 | -1
O=C(Oc1ccc(N(Cc2cccs2)C2=NS(=O)(=O)c3ccccc32)cc1)c1ccc(Cl)cc1 | -3.7 | 4 | 1 | -1 | -7 | -10 | -14 | 9 | . | 1

An unsorted share of the library; 2.1% or so of the library scored in one or more.
